Compound activity: PubChem BioAssay, several laboratories
MazEF act: activators of E. coli MazEF toxin-antitoxin RNase; AID 504720; P0AE70; actives 0.32% (n = 350,000); FAM/BHQ RNA-DNA oligo cleavage fluorescence, 5 h; activation, % at 20 µM; in the data active = activation above about 50%
Target sequence (P0AE70 whole entry, looked up): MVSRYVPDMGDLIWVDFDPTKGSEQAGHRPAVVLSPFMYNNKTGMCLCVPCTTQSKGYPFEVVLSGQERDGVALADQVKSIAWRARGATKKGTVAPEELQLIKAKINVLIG
Rv3671c inh: Rv3671c (M. tuberculosis) protease inhibition. actives 0.048% (n = 320,000). AID 2606. P9WHR9. inhibition, % at 5.96 µM; in the data active = inhibition above about 38%;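 note: extracellular domain of Rv3671c used as enzyme; 0% = enzyme with DMSO and 100% = no enzyme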
GDH-TPI counter: GDH-TPI coupled enzyme inhibition counter-screen | inhibition, % at 4.8 µM | actives 1.2% (n = 360,000) | AID 588335 | GDH-TPI coupled enzyme counterscreen, NADH absorbance; in the data active = inhibition above about 30%;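 note: 0% = DMSO wells and 100% = wells lacking the enzyme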
UGM FP inh: inhibitors of M. tuberculosis UDP-galactopyranose mutase. P9WIQ1. actives 0.06% (n = 320,000). purified UGM, fluorescence polarization probe displacement. inhibition, % at 10 µM; in the data active = inhibition above about 10%, passing the limit was not always enough
Target sequence (P9WIQ1 whole entry, looked up): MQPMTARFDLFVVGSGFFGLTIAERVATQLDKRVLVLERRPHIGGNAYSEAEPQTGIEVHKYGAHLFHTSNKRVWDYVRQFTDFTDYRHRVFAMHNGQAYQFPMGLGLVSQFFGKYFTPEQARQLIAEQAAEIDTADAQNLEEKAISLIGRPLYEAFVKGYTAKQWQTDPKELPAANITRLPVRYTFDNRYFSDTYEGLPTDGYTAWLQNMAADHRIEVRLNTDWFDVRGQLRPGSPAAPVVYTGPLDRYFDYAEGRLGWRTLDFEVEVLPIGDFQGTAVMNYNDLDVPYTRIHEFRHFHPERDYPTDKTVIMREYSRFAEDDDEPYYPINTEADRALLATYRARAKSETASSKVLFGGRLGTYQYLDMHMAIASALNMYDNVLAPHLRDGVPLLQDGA
Mtb FBA inh: Mtb fructose-bisphosphate aldolase inhibition; P9WQA3; inhibition, % at 1 µM; purified M. tuberculosis FBA, fluorescence read-out; actives 2.3% (n = 360,000); in the data active = inhibition above about 27%;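 note: 0% = vehicle and 100% = reference inhibitor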
Target sequence (P9WQA3 whole entry, looked up): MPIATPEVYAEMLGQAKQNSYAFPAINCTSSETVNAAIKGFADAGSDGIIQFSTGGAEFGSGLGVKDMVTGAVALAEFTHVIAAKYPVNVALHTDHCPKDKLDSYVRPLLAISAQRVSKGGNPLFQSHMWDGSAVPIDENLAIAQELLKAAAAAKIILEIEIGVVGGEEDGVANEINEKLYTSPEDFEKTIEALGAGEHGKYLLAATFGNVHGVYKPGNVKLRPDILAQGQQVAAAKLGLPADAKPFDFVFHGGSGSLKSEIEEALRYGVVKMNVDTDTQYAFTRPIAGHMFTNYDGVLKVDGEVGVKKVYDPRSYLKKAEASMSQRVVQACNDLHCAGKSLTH
SARS 3CLpro inh: SARS-CoV 3CLpro protease inhibition; recombinant SARS-CoV 3CLpro, quenched FRET peptide cleavage; actives 0.14% (n = 290,000); AID 1706; inhibition, % at 6 µM; in the data active = inhibition above about 12%
SSB-PriA inh: K. pneumoniae PriA-SSBct interaction inhibition | AlphaScreen SSBct-PriA binding, biotinylated peptide | inhibition, % at 33 µM | actives 0.6% (n = 430,000); in the data active = inhibition mostly above about 37%, no sharp cut-off; inactive = mostly below about 20%;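 note: plate controls were negative control peptide for no effect and reference peptide for full effect; strong numbers were not always called active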
Mtb BioA inh: inhibitors of Mycobacterium tuberculosis BioA enzyme. actives 0.096% (n = 360,000). AID 602481. inhibition, % at 9.99 µM. purified M. tuberculosis BioA enzyme, plate reader; in the data active = inhibition above about 40%
DUSP3 inh: blocks human VHR1 dual specificity phosphatase. P51452. recombinant VHR phosphatase, pNPP absorbance. inhibition, % at 13.3 µM. actives 0.52% (n = 290,000); in the data active = inhibition above about 50%; note: some compounds called inactive have numbers as strong as hits
Target sequence (P51452 whole entry, looked up): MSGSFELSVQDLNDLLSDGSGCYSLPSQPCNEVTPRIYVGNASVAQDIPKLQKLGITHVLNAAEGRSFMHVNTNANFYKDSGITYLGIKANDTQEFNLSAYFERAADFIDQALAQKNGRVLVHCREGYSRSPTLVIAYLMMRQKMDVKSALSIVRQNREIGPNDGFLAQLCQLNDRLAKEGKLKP
BH1578 lux ind: quorum light induction in luxS cqsA deficient V. cholerae | V. cholerae BH1578 lux reporter, luminescence, 6 h | activation, % at 18.7 µM | actives 0.16% (n = 350,000) | AID 588436; in the data active = activation mostly above about 9.7%, no sharp cut-off; note: not every result past the cut was called active; inactives centre near 0; reference of the scale not given here
Numbers without * were called inactive; i = inactive; . = no result given. Not all compounds are listed. The share of hits here may be higher or lower than overall.

SMILES | MazEF act | Rv3671c inh | GDH-TPI counter | UGM FP inh | Mtb FBA inh | SARS 3CLpro inh | SSB-PriA inh | Mtb BioA inh | DUSP3 inh | BH1578 lux ind
CC1=CC(C2CC(=O)N(c3ccc(C)cc3)C2=O)CC2C(=O)N(c3ccc(C)cc3)C(=O)C12 (centres undefined) | 1 | 15 | -4 | 1.6 | 2 | -1 | 1 | . | 26 | i
O=[N+]([O-])c1cc(S(=O)(=O)C(F)(F)F)ccc1Sc1nc2ccccc2[nH]1 | -17 | -8 | 3 | 2.0 | -3 | -2 | 2 | . | 0 | -2.8
Cc1ccc(NC(=O)CN(C)C(=O)CCC(=O)c2cccs2)cc1 | -5 | 0 | 3 | . | 2 | -1 | 4 | . | 34 | i
CCn1c(SCC(=O)Nc2cccc(OC)c2)nnc1-c1ccc(Cl)cc1 | 12 | 3 | -8 | -0.1 | 4 | 2 | -11 | 2.8 | 21 | i
CC(=O)NC(NC(C)=O)c1ccc(Br)cc1 | 6 | -7 | 1 | 3.1 | 1 | 1 | -1 | . | 6 | -0.3
Cc1ccccc1-n1c(SCC(=O)Nc2cccc3ccccc23)nc(O)cc1=O | -3 | -58 | 7 | 2.5 | -2 | 7 | -12 | -0.3 | 20 | i
COc1ccccc1OC(=O)C1CC(=O)N(c2ccc(Cl)cc2)C1 (centres undefined) | -10 | 13 | 6 | -2.1 | 5 | 2 | -6 | . | -6 | -0.3
O=C(CCC(=O)N1CCN(S(=O)(=O)c2ccc([N+](=O)[O-])cc2)CC1)N1CCOCC1 | 0 | 2 | 6 | -1.4 | 4 | . | -7 | . | . | 1.0
Cc1cc(C(=O)NCc2cccnc2)n(-c2ccccc2)n1 | 4 | -5 | 1 | 1.6 | 2 | -1 | -8 | -0.7 | -15 | -0.2
COC(=O)c1ccc(OC)c(CSc2nnc(-c3ccc(C)cc3)o2)c1 | 7 | . | 20 | . | 1 | . | -7 | 0.5 | . | i
CSc1ccccc1-n1nnnc1SCC(=O)Nc1cc(C)ccc1C | 13 | -3 | 4 | 0.6 | 1 | -2 | -16 | -0.1 | -4 | -0.3
N#Cc1ccc(N2C(=O)[C@@H]3C(C(=O)C(c4ccccc4)c4ccccc4)=NN[C@@H]3C2=O)cc1 | 2 | -15 | 14 | -2.5 | 1 | 9 | -11 | . | 2 | -0.3
COc1ccc(C(=O)Nc2ccc(N3CCN(C(=O)c4cccs4)CC3)cc2)cc1Br | 1 | 8 | 4 | -2.5 | -2 | 8 | 5 | -1.5 | 2 | -0.7
Cc1ccc(C)c(S(=O)(=O)N2CCCCC2CCNC(=O)C(=O)NCc2ccccn2)c1 (centres undefined) | -2 | 0 | 7 | -2.6 | -2 | . | 0 | . | . | i
CNC(=O)COC(=O)c1ccc(NS(=O)(=O)c2ccc3c(c2)OCCO3)cc1 | 8 | 0 | 1 | 0.3 | 4 | -3 | -4 | . | 7 | i
Cc1ccccc1N1CC(C(=O)Nc2nnc(SCc3cccnc3)s2)CC1=O (centres undefined) | 0 | 5 | -6 | 3.9 | 0 | -2 | -4 | -0.4 | 45 | 0.7
COc1ccc(CN2C(=O)Cc3c2nc(N)c2c(N)nc(N4CCOCC4)c(C#N)c32)cc1 | -24 | -13 | 6 | -1.7 | 41* | -1 | -6 | . | 26 | -6.9
COc1ccc(C2C(=O)NN=C2C)cc1 (centres undefined) | 2 | . | 0 | . | -2 | . | -7 | . | . | i
CCOC(=O)c1c(NC(=O)Cn2nnc3ccccc32)sc2c1CCC(C)C2 (centres undefined) | 9 | -17 | 4 | -2.0 | -1 | 1 | -2 | -0.9 | 25 | i
Cc1ccccc1C(=O)NCC(=O)Nc1ccccc1C(F)(F)F | 8 | 2 | 5 | -3.9 | 2 | 4 | -3 | -1.4 | -3 | -0.4
Cc1nn(Cc2ccc(Cl)cc2)c(C)c1NC(=O)c1noc2c1CCCCC2 | -11 | -3 | -5 | -1.2 | 3 | -5 | -12 | 0.1 | 6 | -1.0
CC(=O)Nc1ccc(NC(=O)COC(=O)c2ccc(C)s2)cc1 | 8 | 2 | 2 | 0.7 | 3 | -1 | -12 | -0.7 | 6 | -8.3
Cc1ccc(-n2nnnc2SCC(=O)Nc2ccc3c(c2)COC3=O)cc1C | -9 | -63 | -9 | 1.7 | 0 | 0 | -11 | -0.5 | -5 | -2.1
COc1ccc(S[C@@H](CCN2CC[C@H](O)CCC2=O)c2ccccc2)cc1 | 6 | 1 | 0 | 1.0 | 2 | . | -1 | -0.1 | . | -0.3
Cc1cccc(C)c1NC(=O)c1ccc(OCc2c(C)noc2C)cc1 | 5 | -3 | 12 | -0.7 | -1 | . | 1 | -5.6 | . | 0.6

Single records (already shown):
Listed for Cc1ccccc1-n1c(SCC(=O)Nc2cccc3ccccc23)nc(O)cc1=O = MazEF act = -3; Rv3671c inh = -58; GDH-TPI counter = 7; UGM FP inh = 2.5; Mtb FBA inh = -2; SARS 3CLpro inh = 7; SSB-PriA inh = -12; Mtb BioA inh = -0.3; DUSP3 inh = 20; BH1578 lux ind = i
Listed for Cc1ccc(-n2nnnc2SCC(=O)Nc2ccc3c(c2)COC3=O)cc1C = MazEF act = -9; Rv3671c inh = -63; GDH-TPI counter = -9; UGM FP inh = 1.7; Mtb FBA inh = 0; SARS 3CLpro inh = 0; SSB-PriA inh = -11; Mtb BioA inh = -0.5; DUSP3 inh = -5; BH1578 lux ind = -2.1
Listed for COc1ccccc1OC(=O)C1CC(=O)N(c2ccc(Cl)cc2)C1 (centres undefined) = MazEF act = -10; Rv3671c inh = 13; GDH-TPI counter = 6; UGM FP inh = -2.1; Mtb FBA inh = 5; SARS 3CLpro inh = 2; SSB-PriA inh = -6; Mtb BioA inh = .; DUSP3 inh = -6; BH1578 lux ind = -0.3

(more compounds)
SMILES | MazEF act | Rv3671c inh | GDH-TPI counter | UGM FP inh | Mtb FBA inh | SARS 3CLpro inh | SSB-PriA inh | Mtb BioA inh | DUSP3 inh | BH1578 lux ind
COc1cc2c(cc1NC(=O)c1cc(-c3ccncc3)nc3ccccc13)oc1ccccc12 | -19 | -8 | 13 | -6.9 | 6 | 1 | 6 | . | 18 | -0.1
CCOc1cc(C2C(C#N)=C(N)Oc3cc(N)ccc32)ccc1O (centres undefined) | 15 | 6 | 9 | 0.2 | -4 | 7 | -5 | 0.5 | 4 | -2.0
N#CC1=C(N)N2C(=C(C#N)C13CCCCC3)SC1CCCCC12O (centres undefined) | 3 | 9 | 23 | -1.3 | -3 | 1 | -13 | -1.1 | 6 | i
O=C(O)C1CSC2c3ccccc3C(=O)N12 (centres undefined) | -4 | -6 | -4 | 1.2 | -2 | 2 | -8 | -0.5 | -9 | i
CCCCN(C)CCN1C(=O)C2C(C(=O)Nc3ccc(OC)cc3)C3C=CC2(O3)C1C(=O)NC1CCCCC1 (centres undefined) | 12 | -15 | -3 | -2.3 | 2 | -3 | -8 | 0.2 | 6 | -0.3
COCCNC(=O)CSc1nc(-c2ccccc2)c(-c2ccccc2)o1 | -13 | 3 | -7 | 1.2 | -4 | 1 | 8 | 0.0 | -9 | i
CC1CC1C(=O)NCCc1ccc(Cl)cc1 (centres undefined) | -2 | -2 | -4 | -0.4 | -2 | -4 | -12 | 0.0 | 31 | i
COc1cccc(C(=O)N/N=C/c2ccc(OC)c(COc3ccccc3C(N)=O)c2)c1 | -2 | -29 | 30 | 1.9 | -1 | -1 | . | 0.8 | 10 | -1.5
c1ccc(CSc2ccc(-c3ccccn3)nn2)nc1 | 1 | 6 | -2 | -1.0 | 0 | -5 | 89* | . | 2 | -0.7
Cc1ccc(NC(=O)c2ccc(S(=O)(=O)N3CCC(C)CC3)cc2)nc1 | -3 | 2 | -1 | . | 1 | . | -5 | -0.9 | . | -0.6
COc1ccc(N2C(=O)NC(=O)/C(=C\c3cn(CC(=O)N4CCOCC4)c4ccccc34)C2=O)c(OC)c1 | -35 | -3 | -3 | -1.7 | -6 | 4 | 7 | -1.7 | -14 | -0.4
O=c1ccc(-c2ccc(S(=O)(=O)NCC3CCN(Cc4cccc(F)c4)CC3)s2)n[nH]1 | 1 | -12 | 7 | -0.8 | 5 | -1 | -1 | -1.4 | -3 | -2.6
COc1ccc(N(C(=O)CNC(=O)c2ccco2)C(C(=O)NC2CCCCC2)c2ccco2)cc1 (centres undefined) | 10 | 5 | 3 | -0.5 | 3 | 0 | -7 | -0.8 | 15 | 0.3
CNC(=O)C(C)c1ncc(C(F)(F)F)cc1Cl (centres undefined) | -6 | -7 | 0 | -0.5 | 0 | -1 | 1 | . | 17 | -0.2
Cn1c(=O)n(C)c2cc(/C=C3/NC(=O)N(Cc4ccccc4)C3=O)ccc21 | 18 | 0 | 13 | -4.7 | 0 | -3 | -20 | -0.7 | 27 | i
Fc1cccc(NC(=S)NNc2c3ccccc3nc3ccccc23)c1 | 6 | . | 10 | . | 50* | 2 | -2 | . | -2 | i
C=CCN1C(=O)c2ccc(C(=O)N(C)CC(=O)Nc3ccccc3Br)cc2C1=O | 0 | -10 | -5 | -1.5 | -1 | 0 | 0 | -0.9 | 24 | i
Cc1cc(=O)[nH]c(SCC(=O)N(CCC#N)c2ccccc2)c1C#N | -4 | -1 | -7 | -1.3 | -1 | 5 | -3 | 0.7 | 15 | i
O=C(NCCc1c[nH]c2ccccc12)/C(=C\c1cccnc1)NC(=O)c1ccccc1F | 2 | -3 | 13 | -1.6 | 0 | 2 | 3 | . | 23 | -0.3
COc1ccc(S(=O)(=O)NC(CC(=O)NCc2ccco2)C(C)C)cc1 (centres undefined) | -2 | 1 | 1 | -2.7 | 0 | -3 | 4 | . | 18 | i
CCOc1ccc(NC(=O)c2cccc(NC(C)=O)c2)cc1S(=O)(=O)N1CCCC1 | 6 | . | 0 | . | 0 | . | -11 | -0.8 | . | i
CCN(CC)S(=O)(=O)c1ccc2c3c(cccc13)C(=O)N2 | 9 | -1 | 16 | -1.0 | 6 | 1 | -17 | 3.1 | 20 | -0.3
FC(F)(F)c1cccc(N2CCN(C(=S)NCC3CCCO3)CC2)c1 (centres undefined) | 2 | 11 | 9 | 0.5 | 1 | 3 | -17 | . | -12 | i
O=C(Cc1cccs1)Nc1nc(-c2ccc(F)c(F)c2)cs1 | 4 | -10 | 13 | -2.5 | -2 | -2 | -29 | -1.3 | 12 | i
Cc1ccc(S(=O)(=O)N2CCCC2)cc1[N+](=O)[O-] | 5 | 3 | -7 | 0.0 | -1 | 0 | 0 | . | -14 | -0.2
Next results.
SMILES | MazEF act | Rv3671c inh | GDH-TPI counter | UGM FP inh | Mtb FBA inh | SARS 3CLpro inh | SSB-PriA inh | Mtb BioA inh | DUSP3 inh | BH1578 lux ind
Cc1ccc(C(CNS(=O)(=O)c2ccc(F)cc2)N2CCN(C)CC2)cc1 (centres undefined) | 11 | -3 | 2 | 1.5 | -1 | . | -5 | -0.4 | . | i
N#CN(CC(N)=O)c1nc(N2CCCCC2)nc(N2CCCCC2)n1 | 8 | 1 | -1 | -1.4 | 0 | 6 | -9 | 0.0 | 10 | -0.5
Cc1ccc(N(CC(=O)O)S(C)(=O)=O)cc1Cl | 2 | 1 | 7 | 1.4 | 5 | -5 | -8 | 0.5 | -5 | -1.7
CSc1ccc(CNCCCSc2ncccn2)cc1 | 4 | -4 | 4 | -0.3 | -1 | -6 | 0 | -0.1 | -4 | 0.5
O=C(C1CCC(=O)N1C1CCCCC1)N1CCN(c2ccc(F)cc2)CC1 (centres undefined) | 8 | 1 | 9 | 1.6 | 3 | -3 | -6 | 0.8 | 2 | i
Cc1ccc(C(=O)Nc2ccccc2N2CCCC2)cc1S(=O)(=O)N1CCOCC1 | 0 | 4 | 12 | -1.2 | 0 | . | 6 | 0.3 | . | -0.5
Cc1ccc(-c2n[nH]c(=O)c3ccccc23)cc1S(=O)(=O)Nc1ccc(F)cc1 | 5 | -37 | -5 | 3.0 | 1 | -3 | -15 | -1.5 | 25 | i
CCOC(=O)C1CCCN(C(=O)CC(C)c2ccccc2)C1 (centres undefined) | 0 | 9 | 12 | -2.1 | 2 | 0 | -9 | . | -15 | -0.2
NC(=O)C1CCN(CC(=O)c2c[nH]c3ccc(F)cc23)CC1 | -3 | 3 | 1 | 0.0 | -2 | 4 | 5 | . | 2 | 0.2
CC(=O)Nc1cc(-c2ccc(N3CCN(C)CC3)cc2)cn2c(-c3ccc(F)cc3)cnc12 | . | . | -2 | . | -1 | . | . | -1.1 | . | i
